Assay outcomes as filed in PubChem.
PGC1a acetyl inh – inhibitors of PGC1a acetylation signal, primary screen, cell-based, U2OS, AlphaScreen, inhibitor mode | AlphaScreen anti-acetyl-lysine; with virally co-expressed GCN5 acetyltransferase | inhibition, % at 15.6 µM | 0.17% of 350,000 active;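 active means every replicate shows inhibition of at least 40%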;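 further: 0% = neutral control wells and 100% = positive control wells; some results beyond the cut were filed as inactive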
Xi reactivation – activators of inactive X chromosome reactivation, primary screen, imaging, XiGFP fibroblasts, GFP high-content imaging, set 2; XiGFP mouse fibroblasts, % GFP-positive cells imaging, 3 d; cells co-treated with 5-aza-dC sensitizer; scaled so ellipticine positive control = 100%; activation, % at 7.58 µM; 0.055% of 360,000 active;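 active means mean normalized replicate activation at least 10% and every replicate at or above 10%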;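 further: 0% = median of on-plate neutral control wells and 100% = ellipticine 6 µM median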
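Material: SV40-immortalized XiGFP fibroblast cells, line 68-5-11 | Buffer or medium: DMEM containing 5-aza-dC | Dosing: One concentration, pinned | Times: 3 d treatment, 15 min room-temperature fixation | Controls: Ellipticine 6 µM positive control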
LGR2 antag – inhibitors of bursicon-induced LGR2 CRE-luciferase signal, primary screen, cell-based, HEK293, CRE-luciferase reporter, bursicon stimulation; AID 720647, 2013; 0.35% of 380,000 active; inhibition, % at 9.99 µM; bursicon-stimulated, 4 h;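 active means drop in luminescence signal, shown as inhibition above about 50% in the replicate tests, limit read from the data, passing the limit was not always enough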;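 further: agonist challenge used bursicon conditioned medium at about half maximal strength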
Numbers without * were called inactive; & = joins results of further samples; ! = not active in a repeat. Some of the compounds tested. The share of hits here may be higher or lower than overall.

Order of results – PGC1a acetyl inh, Xi reactivation, LGR2 antag
COc1cccc(S(=O)(=O)N2CCC3(CC2)CN[C@H](CO)c2[nH]c4cc(OC)ccc4c23)c1
→ 0.0, 0.3, -15.2
O=C(COc1ccccc1)NCC(=O)N/N=C/c1ccccc1
→ 6.7, -0.1, 2.8
C[C@@H]1CN([C@@H](C)CO)C(=O)c2cc(NC(=O)Nc3ccccc3)ccc2O[C@@H](C)CCCCO[C@@H]1CN(C)Cc1ccncc1
→ -9.0, 0.3, 12.4
COc1ccc2c3c([nH]c2c1)[C@H](CO)N(S(C)(=O)=O)CC31CN(C(=O)Cc2cccnc2)C1
→ -2.5, 0.1, -7.5
COc1ccc(S(=O)(=O)N(C)C[C@H]2Oc3c(NC(=O)Nc4c(C)noc4C)cccc3C(=O)N([C@H](C)CO)C[C@H]2C)cc1
→ -3.5, -0.8, 5.6
CCC(=O)N1CC2(C1)CN(Cc1ccccc1Cl)[C@@H](CO)c1[nH]c3cc(OC)ccc3c12
→ -1.5, 0.2, -9.4
CCCNC(=O)N1CCC2(CC1)CN(C(=O)c1cccnc1)[C@H](CO)c1[nH]c3cc(OC)ccc3c12
→ 1.2, 0.3, 15.6
C[C@H](CO)N1C[C@H](C)[C@@H](CN(C)S(=O)(=O)c2ccc(Cl)cc2)Oc2ccc(NS(C)(=O)=O)cc2C1=O
→ 3.8, 0.0, -2.5
COc1ccccc1NC(=O)N1C[C@@H]2N[C@H](C1)C2c1ccc(/C=C/c2ccccc2)cc1 (some centres undefined)
→ -51.6&-1.6, 0.0&0.0, -29.9&9.9
O=C(CO/N=C/c1ccccc1Cl)N1CCCc2ccccc21
→ 1.2, -0.1, -1.3
COc1ccc2c3c(n(C)c2c1)[C@H](CO)NCC31CN(Cc2ccncc2)C1
→ 5.0, 0.1, -9.7
COc1ccc2c3c([nH]c2c1)[C@@H](CO)N(CC1CCOCC1)CC31CN(CC2CCOCC2)C1
→ 1.1, 0.1, 8.8
C[C@@H]1CN([C@@H](C)CO)C(=O)c2cc(NC(=O)c3ccccc3)ccc2O[C@@H](C)CCCCO[C@H]1CN(C)S(=O)(=O)c1ccc(F)cc1
→ -16.6, 0.3, -12.6
COc1ccc2c3c([nH]c2c1)[C@H](CO)N(Cc1ccccc1)CC31CCN(C)CC1
→ -1.4, 0.1, -6.3
Cc1noc(C)c1S(=O)(=O)N(C)C[C@H]1Oc2ccc(NS(=O)(=O)c3ccc(F)cc3)cc2C(=O)N([C@@H](C)CO)C[C@H]1C
→ -0.1, 0.0, 10.5
Fc1cccc(CN2C[C@@H]3N[C@H](C2)C3c2ccc(/C=C/c3ccccc3)cc2)c1 (some centres undefined)
→ -14.8&-65.5, 0.0&0.0, 12.3&-10.4
O=C(NCCc1ccccc1)C(=O)Nc1nccs1
→ -6.0, 0.2, -30.2
COc1ccc2c3c([nH]c2c1)[C@H](CO)N(C)CC31CN(S(=O)(=O)c2cccc(F)c2)C1
→ 2.3, 0.2, -14.9
COc1ccc2c3c([nH]c2c1)[C@@H](CO)N(C(=O)Nc1ccc(F)cc1)CC31CCN(S(=O)(=O)c2ccccc2)CC1
→ -14.1, 0.4, 14.8
O=C(/C=C/c1ccccc1Cl)N1CCN(c2ncccn2)CC1
→ 1.5, 0.2, -18.1
Cc1cccc(-c2ccc(C3[C@H]4CNC[C@@H]3N4C(=O)Nc3ccccc3Cl)cc2)c1 (some centres undefined)
→ -3.7, 0.0&0.0, -12.2
COc1cccc(-c2cc(C(=O)NCCCn3ccnc3)c3ccccc3n2)c1
→ 11.2, -0.1, 8.5
O=Cc1c(C(=O)O)n(CC(=O)O)c2ccccc12
→ 3.9, 0.3, 15.6
CCOc1ccccc1N1CCN(C(=S)Nc2ccc(S(N)(=O)=O)cc2)CC1
→ 10.3, 0.0, 10.5
C[C@@H]1CN([C@H](C)CO)C(=O)c2cccc(NC(=O)c3cnccn3)c2O[C@@H]1CN(C)S(=O)(=O)c1ccc(Cl)cc1
→ 2.5, -0.5, -0.2
COc1cccc(S(=O)(=O)N2C[C@@H]3N[C@H](C2)C3c2ccc(-c3ccc(C(=O)N(C)C)cc3)cc2)c1 (some centres undefined)
→ 13.7, 0.1, 17.5
C[C@@H]1CN([C@@H](C)CO)C(=O)c2cccc(NC(=O)Nc3ccc(C(F)(F)F)cc3)c2O[C@@H]1CN(C)Cc1ccc(C(=O)O)cc1
→ -2.5, -0.8, -9.7
COc1ccc(S(=O)(=O)N(C)C[C@@H]2Oc3ccc(NC(=O)Nc4cccc5ccccc45)cc3C(=O)N([C@H](C)CO)C[C@H]2C)cc1
→ 0.0, -0.3, -10.2
C/C=C/c1ccc(C2[C@H]3CNC[C@@H]2N3S(=O)(=O)c2ccc(Cl)cc2)cc1 (some centres undefined)
→ -7.7, 0.0, 5.8
Cc1noc(C)c1NC(=O)N(C)C[C@H]1Oc2c(NC(=O)Nc3ccccc3)cccc2C(=O)N([C@@H](C)CO)C[C@@H]1C
→ -3.2, -0.1, 9.1

10 entries from above, reformatted.
smiles	PGC1a acetyl inh	Xi reactivation	LGR2 antag
Cc1cccc(-c2ccc(C3[C@H]4CNC[C@@H]3N4C(=O)Nc3ccccc3Cl)cc2)c1 (some centres undefined)	-3.7	0.0&0.0	-12.2
COc1cccc(-c2cc(C(=O)NCCCn3ccnc3)c3ccccc3n2)c1	11.2	-0.1	8.5
O=Cc1c(C(=O)O)n(CC(=O)O)c2ccccc12	3.9	0.3	15.6
CCOc1ccccc1N1CCN(C(=S)Nc2ccc(S(N)(=O)=O)cc2)CC1	10.3	0.0	10.5
C[C@@H]1CN([C@H](C)CO)C(=O)c2cccc(NC(=O)c3cnccn3)c2O[C@@H]1CN(C)S(=O)(=O)c1ccc(Cl)cc1	2.5	-0.5	-0.2
COc1cccc(S(=O)(=O)N2C[C@@H]3N[C@H](C2)C3c2ccc(-c3ccc(C(=O)N(C)C)cc3)cc2)c1 (some centres undefined)	13.7	0.1	17.5
C[C@@H]1CN([C@@H](C)CO)C(=O)c2cccc(NC(=O)Nc3ccc(C(F)(F)F)cc3)c2O[C@@H]1CN(C)Cc1ccc(C(=O)O)cc1	-2.5	-0.8	-9.7
COc1ccc(S(=O)(=O)N(C)C[C@@H]2Oc3ccc(NC(=O)Nc4cccc5ccccc45)cc3C(=O)N([C@H](C)CO)C[C@H]2C)cc1	0.0	-0.3	-10.2
C/C=C/c1ccc(C2[C@H]3CNC[C@@H]2N3S(=O)(=O)c2ccc(Cl)cc2)cc1 (some centres undefined)	-7.7	0.0	5.8
Cc1noc(C)c1NC(=O)N(C)C[C@H]1Oc2c(NC(=O)Nc3ccccc3)cccc2C(=O)N([C@@H](C)CO)C[C@@H]1C	-3.2	-0.1	9.1

Following part
Order of results – PGC1a acetyl inh, Xi reactivation, LGR2 antag
COc1ccc2c3c([nH]c2c1)[C@H](CO)N(Cc1cccc(F)c1)CC31CCN(CC2CC2)CC1
→ 0.3, 0.2, 16.0
CC(C)NC(=O)N(C)C[C@H]1Oc2c(NS(=O)(=O)c3cccs3)cccc2C(=O)N([C@@H](C)CO)C[C@@H]1C
→ 4.8, 0.1, 0.1
COc1ccc(N2CCN(C(=O)C3(C)CC3(Cl)Cl)CC2)cc1 (centres undefined)
→ 7.6, 0.0, -6.7
CCCNC(=O)Cc1c(OC)ccc2cc(Br)ccc12
→ 1.6, -0.3, 7.8
COc1ccc(S(=O)(=O)Nc2ccc3c(c2)C(=O)N([C@@H](C)CO)C[C@@H](C)[C@@H](CN(C)C(=O)Nc2ccc4c(c2)OCO4)O3)cc1
→ -3.5, -1.1, -3.9
COc1ccc2c3c([nH]c2c1)[C@H](CO)N(S(C)(=O)=O)CC31CN(C(=O)c2ccccc2)C1
→ -9.3, 0.0, -22.5
COc1ccc2c3c([nH]c2c1)[C@H](CO)N(Cc1ccccc1OC)CC31CCN(C)CC1
→ 0.1, 0.3, -1.1
COc1cc(/C=C2\C(=O)N(c3ccccc3)N=C2C)ccc1Oc1ccc([N+](=O)[O-])cc1[N+](=O)[O-]
→ 10.9, 0.1, -21.3
O=C(Nc1nnc(-c2ccccc2)o1)c1cccc(N2C(=O)CCC2=O)c1
→ 6.5, 0.1, 5.1
CC(=O)Nc1ccc(S(=O)(=O)NNC(=O)COc2cccc3ccccc23)cc1
→ -1.2, 0.1, 3.6
Cc1noc(C)c1NC(=O)Nc1ccc2c(c1)C(=O)N([C@@H](C)CO)C[C@H](C)[C@@H](CN(C)C(=O)Nc1ccccc1)O2
→ -6.8, -0.1, -5.4
COc1ccc2c3c([nH]c2c1)[C@H](CO)N(S(C)(=O)=O)CC31CCN(Cc2nccs2)CC1
→ 10.3, 0.1, -8.8
CCCN1CCC2(CC1)CN(Cc1ccccc1OC)[C@H](CO)c1c2c2ccc(OC)cc2n1C
→ -6.7, 0.1, -5.9
COc1ccc2c3c(n(C)c2c1)[C@H](CO)N(Cc1ccc(F)cc1)CC31CN(CC2CCOCC2)C1
→ -9.6, 0.3, -30.1
O=C(Cc1ccncc1)N1C[C@@H]2N[C@H](C1)C2c1ccc(-c2ccc(F)cc2)cc1 (some centres undefined)
→ 0.0, 0.1, 6.3
C[C@@H]1CN([C@H](C)CO)C(=O)c2cccc(NS(=O)(=O)c3cccs3)c2O[C@@H]1CN(C)C(=O)Nc1ccccc1
→ -6.5, -1.0, 1.9
COc1ccc2c3c([nH]c2c1)[C@@H](CO)N(C(=O)c1ccc(F)cc1)CC31CCN(C(=O)CC2CC2)CC1
→ -6.6, 0.4, -4.4
CC(C)=CC(=O)Nc1nc2ccc([N+](=O)[O-])cc2s1
→ 5.8, 0.0, -9.3
C/C=C/c1ccc(C2[C@@H]3CN(C(=O)CN4CCOCC4)C[C@H]2N3)cc1 (some centres undefined)
→ -1.2&10.8, 0.0&0.0, -1.1&-5.4
O=C(C1CC1)N1C[C@@H]2N[C@H](C1)C2c1ccc(-c2cccc(F)c2)cc1 (some centres undefined)
→ -10.1&-34.5, 0.1&0.5, 61.0*!
C[C@@H]1CN([C@@H](C)CO)C(=O)c2cc(NS(C)(=O)=O)ccc2O[C@H]1CN(C)S(=O)(=O)c1ccc(Cl)cc1
→ -3.8, 0.0, -2.5
Fc1cccc(-c2ccc(C3[C@H]4CNC[C@@H]3N4Cc3ccccn3)cc2)c1 (some centres undefined)
→ 9.2, 0.0, -5.6
COc1ccc2c3c([nH]c2c1)[C@@H](CO)N(C(=O)Nc1ccc(F)cc1)CC31CCN(Cc2nccs2)CC1
→ -3.8, 0.3, -14.7
COc1ccc2c3c([nH]c2c1)[C@@H](CO)N(C(=O)C1CCCC1)CC31CN(Cc2cccc(F)c2)C1
→ 5.9, 0.3, 8.2
C[C@@H]1CCCCO[C@H](CN(C)C(=O)c2ccccc2)[C@@H](C)CN([C@H](C)CO)C(=O)c2cc(NC(=O)c3ccccc3)ccc2O1
→ 5.9, -0.1, -6.0
CC(C)CC#Cc1ccc2c(c1)O[C@@H](CN(C)Cc1ccccc1)[C@H](C)CN([C@H](C)CO)S2(=O)=O
→ -0.3, -0.4, -9.0
COc1ccc2c3c([nH]c2c1)[C@@H](CO)N(Cc1nccs1)CC31CN(C(=O)C2CCOCC2)C1
→ -0.4, 0.3, -3.8
COc1ccc(NC(=O)N2C[C@@H]3N[C@H](C2)C3c2ccc(-c3ccncc3)cc2)cc1 (some centres undefined)
→ 4.2, 0.0, -5.9
COc1ccc2c3c([nH]c2c1)[C@H](CO)N(C(=O)Cc1ccccc1)CC31CCN(C(=O)Cc2ccccc2)CC1
→ 8.9, 0.7, -11.5
N=c1c2c3c(sc2ncn1Cc1ccccc1)CCCC3
→ 17.3, 0.1, -0.9
O=C(c1ccc(F)cc1)N1C[C@@H]2N[C@H](C1)C2c1ccc(-c2cccnc2)cc1 (some centres undefined)
→ 6.8&7.5, 0.0&0.0, -7.8&-9.6
CC(=O)NNC(=S)NC(=O)c1cccc([N+](=O)[O-])c1
→ 12.7, 0.2, -2.5
C(=N\Nc1nc(-c2ccccc2)cs1)/c1ccco1
→ 9.2, 0.0, 5.6
C[C@H](CO)N1C[C@H](C)[C@H](CN(C)S(=O)(=O)c2ccc(F)cc2)Oc2c(NS(C)(=O)=O)cccc2C1=O
→ 2.6, 0.1, 7.5
C[C@H](CO)N1C[C@H](C)[C@@H](CN(C)Cc2ccc(Cl)c(Cl)c2)Oc2ccc(NC(=O)Nc3ccccc3)cc2C1=O
→ -6.0, -0.1, 3.7
CC(C)CNC(=O)c1cccc(NC(=O)CSc2ccc(Cl)cc2)c1
→ 10.4, 0.4, -11.9
CC(C)NC(=O)Nc1ccc2c(c1)C(=O)N([C@@H](C)CO)C[C@@H](C)[C@H](CN(C)S(=O)(=O)c1cccs1)O2
→ -0.6, -0.6, 2.1
COc1ccc2c3c(n(C)c2c1)[C@H](CO)N(CC1CC1)CC31CCN(C(=O)Nc2ccc(F)cc2F)CC1
→ -4.3, 0.2, 8.7
O=S1(=O)CCC(NC(=S)NCCNC(=S)NC2CCS(=O)(=O)C2)C1 (centres undefined)
→ 5.9, 0.3, -13.6
